MPTP block: permeability transition pore inhibition | isolated mouse mitochondria, Ca2+ swelling absorbance, 30 min | inhibition, % at 10 µM | 360,000 compounds, 1.4% hits;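 active = inhibition of 50% or more, scaled per plate between neutral and stimulator controls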;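 note: 0% = DMSO wells given calcium and 100% = 1 mM EGTA wells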
SENP6 inh: SENP6 protease inhibition; Q9GZR1; Recombinant SENP6 catalytic domain, aminoluciferin luminescence; inhibition, % at 10 µM; 330,000 compounds, 1.8% hits; AID 2599;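 active = inhibition above about 50% at the single tested dose, limit read from the data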;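 note: plate controls were DMSO wells with enzyme for no effect and DMSO wells lacking enzyme for full effect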
Target sequence (Q9GZR1 628-1112 limits assumed): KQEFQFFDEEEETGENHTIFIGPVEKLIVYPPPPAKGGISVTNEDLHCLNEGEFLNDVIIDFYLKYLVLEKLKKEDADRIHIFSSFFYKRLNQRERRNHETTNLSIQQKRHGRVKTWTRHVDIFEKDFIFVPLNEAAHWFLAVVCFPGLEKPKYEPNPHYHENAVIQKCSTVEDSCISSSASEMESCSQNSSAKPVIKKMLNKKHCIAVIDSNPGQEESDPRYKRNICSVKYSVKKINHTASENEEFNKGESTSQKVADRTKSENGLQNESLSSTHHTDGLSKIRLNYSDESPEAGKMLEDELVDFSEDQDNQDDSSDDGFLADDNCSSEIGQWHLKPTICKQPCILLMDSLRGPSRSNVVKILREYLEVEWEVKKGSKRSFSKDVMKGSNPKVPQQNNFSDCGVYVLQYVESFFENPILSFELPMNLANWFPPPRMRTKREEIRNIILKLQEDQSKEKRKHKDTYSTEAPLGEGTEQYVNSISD
SENP1 FRET inh: inhibitors of human SENP1 SUMO protease catalytic domain. recombinant SENP1 catalytic domain, CyPet-SUMO1-YPet FRET cleavage. 360,000 compounds, 0.21% hits. inhibition, % at 10 µM;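 active = inhibition at least 30% at 10 µM, raw YFP signal under a set limit, fluorescence ratio 0.5 to 1.5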;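 note: 0% = enzyme with DMSO and 100% = no enzyme wells; some results filed as inactive read as strong as hits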
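System: Recombinant human SENP1 catalytic domain, His6-tagged | Incubation: Enzyme reaction for 50 min at room temperature, dark | Medium: Tris pH 8 with BME, BSA, NP40 and catalase | Also added: 25 nM SUMO1 FRET substrate | Compound: 10 µM single point, 0.5% DMSO | Measured by: FRET fluorescence in CFP and YFP emission channels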
SENP8 inh: SENP8 (human) protease inhibition. Q96LD8. recombinant SENP8, Nedd8 substrate fluorescence. inhibition, % at 20 µM. 360,000 compounds, 0.64% hits. AID 602440; in the data active = inhibition mostly above about 40%, no sharp cut-off; inactive = mostly below about 27%
Target sequence (Q96LD8 whole entry, looked up): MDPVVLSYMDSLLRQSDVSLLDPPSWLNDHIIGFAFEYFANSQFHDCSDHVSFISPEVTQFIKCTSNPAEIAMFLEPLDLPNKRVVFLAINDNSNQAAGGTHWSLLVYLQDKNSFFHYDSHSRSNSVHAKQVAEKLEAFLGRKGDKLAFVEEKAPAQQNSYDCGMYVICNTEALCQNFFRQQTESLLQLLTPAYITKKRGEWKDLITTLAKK
GRIN3A LBD mod: NR3A (human) ligand-binding domain modulation | NR3A LBD differential scanning fluorimetry, Tm shift; 0% = protein alone, 100% = glycine-bound protein | AID 1259313 | 340,000 compounds, 2.5% hits | Tm shift relative to glycine control, % at 25 µM;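 active = melting temperature shift of at least 10% of the positive control shift, at one fixed dose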
PfGluPho inh: PfG6PD (Plasmodium falciparum) enzyme inhibition | inhibition, % at 20 µM | PfGluPho enzyme, NADPH resazurin-diaphorase fluorescence | 350,000 compounds, 0.78% hits;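 active = inhibition reaching at least a set limit at 20 µM in the primary screen, cut at about 59% in these data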;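 note: 0% = DMSO wells with substrate and 100% = DMSO wells lacking glucose-6-phosphate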
hIAP act: increases human intestinal alkaline phosphatase activity | AID 2524 | purified human IAP, CDP-Star luminescence, 30 min; active compounds read high; 1 = vehicle-only enzyme, 0 = enzyme-free background | activation factor at 10 µM | 330,000 compounds, 0.16% hits;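 active = activation factor of the enzyme at least 2-fold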; note: the source names both 10 and 20 µM as test concentration; values of inactives mirror those of a sister screen read the other way
ATG4B inh: blocks human ATG4B protease cleavage of LC3 substrate | Q9Y4P1 | 340,000 compounds, 0.51% hits | inhibition, % at 8.33 µM | ATG4B cleavage of LC3-PLA2, NBD-HPC fluorescence, 1 h; in the data active = inhibition above about 40%
Target sequence (Q9Y4P1 whole entry, looked up): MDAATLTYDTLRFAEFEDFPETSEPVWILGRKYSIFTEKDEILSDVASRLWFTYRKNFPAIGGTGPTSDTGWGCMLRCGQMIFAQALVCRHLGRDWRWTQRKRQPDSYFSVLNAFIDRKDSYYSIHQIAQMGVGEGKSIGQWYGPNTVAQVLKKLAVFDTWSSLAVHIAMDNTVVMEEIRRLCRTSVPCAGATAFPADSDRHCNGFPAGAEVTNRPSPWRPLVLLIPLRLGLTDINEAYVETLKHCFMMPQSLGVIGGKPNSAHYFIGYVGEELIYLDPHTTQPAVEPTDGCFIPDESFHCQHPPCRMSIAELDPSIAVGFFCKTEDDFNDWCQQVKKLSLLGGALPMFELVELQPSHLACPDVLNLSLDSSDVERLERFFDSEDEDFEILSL
* marks the source's active call; other numbers are inactive results; i = inactive; . = not tested or not shown. Compounds were not picked by outcome. About 6.7% of those tested had a hit in this group.

SMILES	MPTP block	SENP6 inh	SENP1 FRET inh	SENP8 inh	GRIN3A LBD mod	PfGluPho inh	hIAP act	ATG4B inh
O=C(NCc1ccco1)c1ccc(Cl)c(S(=O)(=O)Nc2ccccc2)c1	-1.1	-38	2	2	3	-5	1.1	-4
COc1ccccc1CCNC(=O)CNC(=O)Cc1cccc2ccccc12	-1.6	1	-1	6	-2	4	1.2	-6
COc1ccc(CN2CCN(C(=O)c3ccccc3F)CC2)c(OC)c1OC	3.3	1	0	13	-1	5	0.96	-1
CC(=O)c1cn(C)c(=O)n(C)c1=O	-0.4	16	0	10	-1	8	1.1	2
CC(=O)SC(C[N+](=O)[O-])c1cn(C(C)=O)c2ccccc12 (configuration not stated)	0.4	-8	-6	-3	2	63*	0.93	-6
Cc1ccc(N/C(N)=N/c2nc(CSc3nnc(N)s3)cc(=O)[nH]2)cc1	0.6	-24	2	20	0	20	1.6	-7
CCOc1ccccc1C1C(C(=O)Nc2ccccc2OC)=C(C)Nc2nc(CCCO)nn21 (configuration not stated)	0.0	-4	1	1	0	-14	0.94	2
O=C(c1ccco1)N1CCN(C(=O)c2cc3sccc3n2Cc2ccccc2)CC1	1.9	1	-11	14	0	-1	0.97	3
CCOC(=O)c1ccc(NC(=O)CCN2C(=O)C3CC=CCC3C2=O)cc1 (configuration not stated)	-2.6	-2	1	34*	0	-2	1.1	7
COc1ccnc(Oc2ccc(F)cc2)c1C(=O)N/C=N/OCc1ccc(F)cc1Cl	-0.2	-14	0	12	-11	1	1.1	22
Fc1ccc(CN2CCSCC2)cc1Br	-0.9	14	0	1	0	-15	1.1	6
CCOc1ccc(NC(=O)/C(C=Nc2ccccc2)=C(\C)O)cc1	4.7	-12	2	17	-12	7	1.1	-9

With a hit mark in PfGluPho inh (from the list above):
SMILES	MPTP block	SENP6 inh	SENP1 FRET inh	GRIN3A LBD mod	PfGluPho inh	hIAP act	ATG4B inh
CC(=O)SC(C[N+](=O)[O-])c1cn(C(C)=O)c2ccccc12 (configuration not stated)	0.4	-8	-6	2	63*	0.93	-6

Further results follow.
SMILES	MPTP block	SENP6 inh	SENP1 FRET inh	SENP8 inh	GRIN3A LBD mod	PfGluPho inh	hIAP act	ATG4B inh
CCCCCn1c(=N)c(S(=O)(=O)c2ccc(Br)cc2)cc2c(=O)n3cccc(C)c3nc21	-0.9	-5	-27	-205	-13	3	0.99	5
COc1ccc([N+](=O)[O-])cc1NC(=O)c1cncc(Br)c1	-0.1	1	2	19	0	9	1.1	-6
Cc1sc2ccccc2[n+]1CC(=O)c1ccccc1	2.9	9	-1	21	5	52	1.2	3
CCCn1nc(C(=O)Nc2nc3ccccc3[nH]2)c2ccccc2c1=O	-0.2	-6	4	10	1	-4	1.3	-14
CN(CC(=O)O)c1ccc(S(=O)(=O)N2CCOCC2)cc1[N+](=O)[O-]	-0.1	0	0	12	-1	8	1.1	-4
O=c1c2cc3ccccc3n2cnn1Cc1ccccc1F	1.0	-11	-14	-66	2	-5	0.94	4
COc1ccccc1NC(=O)COC(=O)/C=C/c1ccc(OC)c(OC)c1	-2.0	24	2	-344	-1	0	0.75	-14
CCC1CC(CSC(=N)N)OC1=O (configuration not stated)	0.5	-7	1	31	0	-4	0.88	2
Nn1c(COc2ccccc2F)nnc1SCC(=O)NC1CC1	-0.9	13	2	6	-3	-2	1.2	0
Cc1nc(N2CCN(c3ccccn3)CC2)c2c(C)c(C(=O)Nc3c(F)cc(F)cc3Br)sc2n1	-1.1	5	5	-24	-1	17	1.1	0
Cc1ccc(O)c(NC(=S)NC(=O)c2ccccc2Cl)c1	1.4	5	0	8	-5	2	1.2	10
CCN(CC)C(=O)CSc1ncnc2c(-c3cccs3)nsc12	-0.2	57*	-25	i	-2	1	0.91	8
COc1ccc(NC(=O)Cn2c(=O)n(-c3ccccc3)c(=O)c3sccc32)c(OC)c1	0.4	-15	0	13	3	12	1	-7
O=C(O)CNS(=O)(=O)c1ccc(Br)s1	0.2	-6	3	12	-2	-18	0.97	6
CCC(=O)NCCc1nc2ccccc2[nH]1	-0.1	8	1	23	0	-1	1	1
COc1ccccc1C(C)NC(=O)c1cc(=O)[nH]c2ccccc12 (configuration not stated)	1.4	-17	0	-67	-4	-8	1	4
Cc1ccc(CNc2nc(N)c([N+](=O)[O-])c(Nc3ccc(F)cc3)n2)cc1	3.3	-1	2	19	-3	-19	0.88	6
CC(=O)Nc1cccc(-n2nnc(SCC(N)=O)n2)c1	-0.4	-14	-1	10	0	-3	1.1	4
O=C(CCCO)N/N=C/c1cc(Br)ccc1O	-1.6	-14	-85	-103	-1	-11	1.6	-8
Cn1c(NC(=O)c2cc(-c3ccc4c(c3)OCO4)nc3ccccc23)cc(=O)n(C)c1=O	-6.9	3	1	-130	0	-16	1.1	-21
CCOP(=O)(c1ccc(N(C)C)cc1)C(O)c1cccnc1 (configuration not stated)	2.2	-15	-1	18	1	-5	1	1
COC(=O)CCc1c[nH]c2ccc([N+](=O)[O-])cc12	0.9	.	1	23	1	18	.	3
Cc1cc(C(F)(F)F)n2nc(-c3cnn(C)c3C(F)(F)F)c(Cl)c2n1	2.2	5	0	16	5	6	0.92	1
COc1ccc(C(=O)NCCSc2ccc(C)cc2)cc1	-1.4	-15	2	1	0	2	1	-5

Brought forward from above: seven compounds, followed by the next part.
SMILES	MPTP block	SENP6 inh	SENP1 FRET inh	SENP8 inh	GRIN3A LBD mod	PfGluPho inh	hIAP act	ATG4B inh
CC(=O)Nc1cccc(-n2nnc(SCC(N)=O)n2)c1	-0.4	-14	-1	10	0	-3	1.1	4
O=C(CCCO)N/N=C/c1cc(Br)ccc1O	-1.6	-14	-85	-103	-1	-11	1.6	-8
Cn1c(NC(=O)c2cc(-c3ccc4c(c3)OCO4)nc3ccccc23)cc(=O)n(C)c1=O	-6.9	3	1	-130	0	-16	1.1	-21
CCOP(=O)(c1ccc(N(C)C)cc1)C(O)c1cccnc1 (configuration not stated)	2.2	-15	-1	18	1	-5	1	1
COC(=O)CCc1c[nH]c2ccc([N+](=O)[O-])cc12	0.9	.	1	23	1	18	.	3
Cc1cc(C(F)(F)F)n2nc(-c3cnn(C)c3C(F)(F)F)c(Cl)c2n1	2.2	5	0	16	5	6	0.92	1
COc1ccc(C(=O)NCCSc2ccc(C)cc2)cc1	-1.4	-15	2	1	0	2	1	-5
Cc1cccc(NC(=O)c2ccc(N3CCOCC3)c([N+](=O)[O-])c2)n1	1.4	-17	2	27	-1	70*	0.82	-1
CCC1CCCCN1CCCNC(=O)CSc1nc2nc(C)c(Cc3ccccc3)c(C)n2n1 (configuration not stated)	-1.5	-2	-3	19	0	-3	1	-5
CCN(CC(=O)Nc1ccc(NC(C)=O)cc1)CC(=O)Nc1cccc2ccccc12	-1.2	.	-1	6	.	18	.	.
Cc1ccc(-c2nc(C(=O)NCCCN(C)C)cc3c2[nH]c2ccccc23)cc1	0.4	-14	-5	-256	-1	6	0.97	-3
CCC(Sc1nc2c(cnn2-c2ccccc2)c(=O)[nH]1)C(=O)OC (configuration not stated)	0.3	16	3	0	-4	-13	0.88	-10
O=S1CC/C(=N\O)c2ccccc21 (configuration not stated)	-1.3	-4	-1	10	-4	-10	1.1	-2
O=C(NCCc1ccccc1Cl)C1CCC(=O)N(CCCc2ccccc2)C1 (configuration not stated)	-0.6	20	2	6	3	-5	0.89	-9
COc1cc2ccc(CC(N)=O)cc2cc1OC	-1.2	.	-1	2	.	22	.	.
COc1cc(Cl)ccc1OCc1cc(C(=O)N2CCN(C)CC2)no1	-1.0	13	-1	7	-2	-7	1	2
CCOC(=O)C1CCN(C(=O)C2CCN(c3nnc(-n4cccc4)s3)CC2)CC1	-0.1	-1	0	5	0	-13	1.3	6
CCOc1ccccc1CNC(=O)C1CCN(S(=O)(=O)N2CCC(C)CC2)CC1	-1.1	.	-1	25	.	13	.	.
COc1ccc(NC(=O)COC(=O)c2c3c(nc4ccccc24)CCCC3)cc1Cl	-2.7	-16	-1	17	4	18	1	-14
Cc1cc(OCc2ccccc2)ccc1/C(O)=C1/C(=O)C(=O)N(Cc2cccnc2)C1c1ccncc1 (configuration not stated)	1.6	11	-4	-3	0	-41	1.1	4
CCN1CCN(C(=O)C2CCN(Cc3nc(-c4cccc(Cl)c4)oc3C)CC2)CC1	-0.1	-4	1	15	-1	1	0.92	-2
COc1cc(-n2c(C)nc3cc(C(=O)NCC4CCCO4)ccc32)cc(OC)c1OC (configuration not stated)	0.2	1	1	14	3	11	0.98	-10
O=C(NNC(=O)C1CCC1)c1ccc(F)cc1	-2.7	.	3	18	.	-25	.	.
COc1ccc(/C(O)=C2/C(=O)C(=O)N(c3ncccn3)C2c2ccc(F)cc2)cc1 (configuration not stated)	1.5	-33	1	-80	-2	-2	1.1	1
c1ccc(-c2nnc3n2N=C(c2ccc4c(c2)OCO4)CS3)nc1	0.7	3	1	8	0	-4	1.1	-6
COC(=O)c1scc(C#N)c1N/N=C(\C#N)S(=O)(=O)c1ccc(Cl)cc1	67*	-4	-1	16	5	-36	1.6	3
Nc1nc(CSc2nc3ccccc3s2)nc(N2CCCCC2)n1	0.2	-7	-20	3	-4	-12	0.89	2
O=C(NCc1ccc(Cl)cc1Cl)C(=O)N1CCCCC1	1.4	-3	1	10	1	8	0.86	11
CN1C(=O)/C(=C/c2ccc(OCc3ccc(C(=O)O)cc3)c(Cl)c2)NC1=S	-0.1	10	-120	8	-5	-27	1.1	8
O=C1CCC(C(=O)OC(C(=O)Nc2ccc([N+](=O)[O-])cc2Br)c2ccccc2)=NN1 (configuration not stated)	3.0	0	2	-1	-1	-8	1.1	-13
Cc1ccc2c(c1)N(CC(=O)O)C(=O)CO2	1.8	-5	-2	10	1	-13	0.95	-1
COc1ccc(-c2cccc([C@H]3[C@@H]4C=CCC[C@@]4(C)C(=O)N3Cc3ccccc3)c2)cc1	-0.3	-4	2	0	0	10	0.98	-31
CC(C)c1ccc(NC(=O)NC2(C(=O)NCc3cccnc3)CCCCC2)cc1	-2.4	-4	2	0	-1	-20	1.7	1
COC(=O)c1sccc1NC(=O)CSc1ccccc1NS(=O)(=O)c1ccccc1Cl	7.8	9	1	7	-10	-43	0.95	-11
O=C(c1nc2ccccn2c1CNCCCn1cccn1)N1CCCC1	2.8	-9	-3	1	0	8	0.93	-7
Cc1ccsc1/C=N/NC(=O)c1nnn(-c2nonc2N)c1C(C)C	0.9	-15	0	9	6	20	0.97	-31
COc1ccc(-c2nnc(SCC(=O)NCc3ccco3)n2C)cc1	-1.7	9	0	2	-1	-8	1.1	-2
CCC(CC)NC(=O)c1ccc2nc[nH]c2c1	0.4	15	1	28	18*	-20	1.1	-4
O=C(c1cc(Br)c(Br)s1)N1CCc2ccccc2C1	-1.3	16	-1	5	-1	6	0.92	36
O=C1[C@H](Cc2ccccc2)NCCCC[C@@H](c2ccc(Cl)cc2)N1Cc1ccc(Cl)cc1	2.8	.	-2	18	-19	-3	.	-10
COc1cccc(CN2C[C@]34C=C[C@@H](C[C@@H]3S2(=O)=O)O4)c1	1.0	18	1	10	3	-13	1.1	4
N#C/C(=C/c1ccc(Cl)cc1)NC(=O)c1ccccc1	-1.0	-5	2	15	-4	-11	1.2	0
O=C(COC(=O)CC1CC2CCC1C2)Nc1cc([N+](=O)[O-])ccc1F (configuration not stated)	0.0	8	3	8	-5	-4	0.94	1
CC(C)CCN1CCN(CCCn2cccn2)CC1CCO (configuration not stated)	0.0	-14	0	4	1	-10	0.94	16
CCC(=O)N1CC2(C)CN(C(=O)CC)CC(C)(C1)C2	-1.8	-10	3	0	-1	-13	0.91	-6
CC1CCCCN1C(=S)NC(=O)c1ccco1 (configuration not stated)	-0.9	-10	-2	2	1	18	0.99	-3
COc1ccccc1CNS(=O)(=O)c1cccc2nsnc12	-0.4	-9	-1	4	-1	9	1.1	-8
Cc1ccc(N2CC(NC(=O)C(=O)c3c(C)[nH]c4ccccc34)CC2=O)cc1C (configuration not stated)	1.1	1	0	15	0	-3	1.1	-14

Source: PubChem BioAssay (Sanford-Burnham Center for Chemical Genomics)
